Source: PubChem
TbPYK inhibitor – qHTS of Trypanosoma Brucei Inhibitors; 0.12% of 410,000 active; pyruvate kinase (Trypanosoma brucei), Q57TT1; AID 624173, 2012; Potency, µM (doses to about 76.8 µM), without a hit: at the highest dose activity, negative = inhibition, most hits filed as inhibitors; TbPYK enzyme, Kinase-Glo Plus ATP luminescence, 45 min; note: potency is the fitted concentration of half-maximal effect; % is set by controls: 0 for no effect and ±100 for the full control effect; nearly all actives have a fitted effect of over 50% in size
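TbPYK + substrate in 50 mM TEA pH 7.2, 100 mM KCl, 10 mM MgCl2, 0.05% BSA, 0.01% Tween-20; cpd pinned; ADP 130 uM final; 45 min RT; Kinase-Glo Plus 10 min; luminescence endpoint.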
Cycloheximide cs – Cycloheximide Counterscreen for Small Molecule Inhibitors of Shiga Toxin. cell reporter, cycloheximide protein synthesis inhibition counterscreen. max response, %. 12% of 300,000 active; in the data active = max response mostly above about 13%, no sharp cut-off; inactive = mostly below about 14%; note: read at 38.3 µM for the half of the compounds with a filed dose; 0% is about no effect
LmPK inh – qHTS Assay for Inhibitors of Leishmania Mexicana Pyruvate Kinase (LmPK); Q27686; purified LmPK, Kinase-Glo ATP luminescence, 1 h; Potency, µM (titrated, usually from 57.5 µM), for the others: top-dose activity change, negative = inhibition, usual class: inhibitors; 0.37% of 290,000 active; AID 1721, 2009; note: potency is the fitted concentration of half-maximal effect; % is set by controls: 0 for no effect and ±100 for the full control effect
Target sequence (Q27686 whole entry, looked up): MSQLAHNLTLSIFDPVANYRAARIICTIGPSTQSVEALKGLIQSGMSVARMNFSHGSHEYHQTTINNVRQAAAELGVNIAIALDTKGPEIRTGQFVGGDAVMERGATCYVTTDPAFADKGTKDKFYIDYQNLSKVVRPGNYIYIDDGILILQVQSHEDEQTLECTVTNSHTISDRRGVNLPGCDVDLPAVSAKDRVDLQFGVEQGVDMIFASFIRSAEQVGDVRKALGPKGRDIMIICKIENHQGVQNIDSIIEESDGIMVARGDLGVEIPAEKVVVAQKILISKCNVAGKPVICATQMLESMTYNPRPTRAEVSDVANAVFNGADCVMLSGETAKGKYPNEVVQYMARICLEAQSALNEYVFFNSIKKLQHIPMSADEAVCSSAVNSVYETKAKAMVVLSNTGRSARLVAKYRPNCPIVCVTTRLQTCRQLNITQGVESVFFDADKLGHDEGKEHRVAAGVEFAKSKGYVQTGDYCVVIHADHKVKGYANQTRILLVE
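Purified LmPK (0.1 nM) converted ADP (0.1 mM) to ATP with PEP (0.5 mM) in imidazole buffer pH 7.2 with KCl and MgCl2, 1 h at room temperature. ATP was read by Kinase-Glo luminescence; data normalized to uninhibited and no-enzyme controls.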
Pf growth 48h – Primary qHTS for delayed death inhibitors of the malarial parasite plastid, 48 hour incubation; P. falciparum luciferase growth in erythrocytes, 48 h; Potency, µM (series often up to 28.7 µM), inactives show at the highest dose activity change, negative = inhibition, actives largely listed as inhibitors; 5.9% of 310,000 active; AID 504832, 2011; note: potency is the fitted concentration of half-maximal effect; % is set by controls: 0 for no effect and ±100 for the full control effect
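Erythrocytes infected with P. falciparum carrying an integrated firefly luciferase reporter (2% hematocrit, 0.1% parasitemia final) were exposed to compounds in RPMI 1640 with 0.5% Albumax at 37 C, 5% CO2. Growth inhibition was scored as reduced luminescence.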
Pf growth 96h – Primary qHTS for delayed death inhibitors of the malarial parasite plastid, 96 hour incubation; P. falciparum luciferase reporter growth, 96 h; Potency, µM (titrated, usually from 28.7 µM), inactives show at the highest dose activity change, negative = inhibition, actives largely listed as inhibitors; 6.9% of 320,000 active; AID 504834, 2011; note: potency is the fitted concentration of half-maximal effect; % is set by controls: 0 for no effect and ±100 for the full control effect
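96 h incubation, 37 C, 5% CO2, of luciferase-reporter P. falciparum-infected RBCs (2% hematocrit, 0.05% parasitemia final) with test compounds; endpoint luminescence.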
AMA1-RON2 inh – qHTS for Inhibitors of AMA1-RON; Towards Development of Antimalarial Drug Lead: Primary Screen; Plasmodium falciparum AMA1 (3D7) - RON2 peptide interaction; AlphaScreen AMA1-biotinylated RON2 peptide binding; Potency, µM (doses to about 58.2 µM), inactives show at the highest dose activity change, negative = inhibition, hits mostly inhibitors; 0.2% of 360,000 active; AID 720542, 2013;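 note: potency is the fitted concentration of half-maximal effect; 0% = vehicle wells and -100% = peptide control; nearly all actives have a fitted effect of over 45% in size; some results filed as inactive show a strong effect at the top dose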
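AMA1 (3D7) with his tag at 25 nM final met compounds first, then biotinylated RON2 peptide at 25 nM; detection used donor plus acceptor beads, 10 µg/mL apiece, read by AlphaScreen after 30 min at room temperature.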
Shiga inhibitor – A qHTS for Small Molecule Inhibitors of Shiga Toxin. AID 2315, 2010. Vero cells, Shiga toxin protein synthesis inhibition reporter. inhibition, % at 38.7 µM. 9.2% of 290,000 active; in the data active = inhibition mostly above about 28%, no sharp cut-off; inactive = mostly below about 43%; note: 0% is about no effect
* = called active by the depositor; ? = inconclusive; nt = no result given; & = joins results of further samples; [ ] = another dose, or the depositor's remark. Unless noted, calls come from the whole dose curve; as a rule, active = well fitted curve in the direction sought with a large enough effect; inconclusive = small, poorly fitted or top-dose-only effect, or another doubt; inactive = no such curve, though single readings can be large; an effect the other way counts as inactive or inconclusive.

A first look (4 entries):
SMILES	TbPYK inhibitor	Cycloheximide cs	LmPK inh	Pf growth 48h	Pf growth 96h	AMA1-RON2 inh	Shiga inhibitor
O=C(O)c1ccc(CN2CCCCC2)o1	-7%	-7	3%	5%	?	0%	16
Clc1cc(Br)ccc1NCc1cccnc1	-6%	14	-5%	0%	-14%	9%	3
OC1(c2ccccc2F)CCN(Cc2nnnn2CCc2ccccc2)CC1	13%	-5	4%	nt	?	5%	-17
COc1cc(C(=O)NCC(=O)Nc2ccc(F)c(F)c2)ccc1OCC(=O)N1CCOCC1	3%	nt	nt	2%	19%	-5%	nt

The listing, repeating the preview:
SMILES	TbPYK inhibitor	Cycloheximide cs	LmPK inh	Pf growth 48h	Pf growth 96h	AMA1-RON2 inh	Shiga inhibitor
O=C(O)c1ccc(CN2CCCCC2)o1	-7%	-7	3%	5%	?	0%	16
Clc1cc(Br)ccc1NCc1cccnc1	-6%	14	-5%	0%	-14%	9%	3
OC1(c2ccccc2F)CCN(Cc2nnnn2CCc2ccccc2)CC1	13%	-5	4%	nt	?	5%	-17
COc1cc(C(=O)NCC(=O)Nc2ccc(F)c(F)c2)ccc1OCC(=O)N1CCOCC1	3%	nt	nt	2%	19%	-5%	nt
CSc1nc(-c2ccc(Cl)cc2)c(C#N)c(=O)[nH]1	-3%	-2	0%	5%	14%	19%	-2
COc1ccc(Cn2ccnc2SCC(=O)Nc2ccccc2)cc1	-16%	-2	-3%	-2%	11%	-11%	-11
CCc1[nH]c(=S)c(C#N)c(-c2ccccc2)c1C(=O)OC	?	3	-6%	13%	12%	56%[activator]	19
O=C(NC(=S)N1CCCCC1CO)c1cc(Br)ccc1Cl (centres undefined)	-6%	nt	nt	47%[activator]	80%[activator]	64%[activator]	nt
C=CCN(c1ccc(C(=O)NC(C)C)cc1)S(C)(=O)=O	0%	1	3%	17%	nt	4%	-26
CSc1nc(C)cc(OCNC(=O)c2cccs2)n1	9%	1	-1%	1%	84%[activator]	-1%	-5
Cc1cc(C)c2c(CN3CCN(Cc4ccc5c(c4)OCO5)CC3)cc(=O)oc2c1C	-13%	-2	4%	5%	?	-3%	-5
O=C(CCN1C(=O)c2ccc(Br)cc2C1=O)NC1CCCCC1	10%	-7	-7%	7%	?	-9%	-6
Cc1cccc(NC(=O)C2CC(=O)N(c3ccccc3)C2)c1C (centres undefined)	-5%	-5	-3%	5%	7%	-3%	49
Cn1nc(C(=O)NCc2cccc(Cl)c2)c2c1-c1ccccc1S(=O)(=O)C2	-2%&4%	-3	6%	?	2%	-9%	-2
Cc1[nH]c(=O)[nH]c(=O)c1NS(=O)(=O)c1ccc2c(c1)CCCC2	3%	-1	-3%	-13%	nt	27%	12
COCCn1nnnc1C(c1cccs1)N1CCN2CCCC2C1 (centres undefined)	-15%	14*	-11%	-1%	63%[activator]	3%	54*
Cc1nn(CC(=O)N2CCN(C)CC2)c(=O)c2c1sc1ccccc12	-13%	-4	-6%	-3%	?	11%	3
COc1ccc2[nH]c3c(c2c1)CN(C)CC3	-14%	-5	1%	32%[activator]	20%	-10%	-7
Cc1ccc2c(CC(=O)NNC(=O)c3ccccc3)coc2c1	0%	1	-4%	11%	7%	63%[activator]	14
CCc1ccccc1NC(=O)CSC1=C(C#N)C(c2ccc(O)c(OC)c2)C2=C(CCCC2=O)N1 (centres undefined)	-9%	-1	-1%	?	46%[activator]	6%	-13
Cc1cc(OC(C)C(=O)N(Cc2ccco2)C2CCS(=O)(=O)C2)ccc1Cl (centres undefined)	-2%	-2	4%	-4%	-12%	-20%	17
C=CCCC(=O)N(C)CCO	1%	nt	nt	40%[activator]	68%[activator]	4%	nt
COC(=O)CN1C(=O)[C@H]2[C@@H](c3ccc(C)o3)N3C(=O)CN(Cc4ccccn4)C(=O)[C@@]3(C)[C@H]2C1=O	-13%	1	-8%	55%[activator]	33%[activator]	12%	18
Cc1ccc(NS(=O)(=O)c2cc(C(=O)NCc3ccncc3)ccc2C)cc1	5%	-2	4%	-17%	27%	4%	-3
CC(=O)Nc1ccc(S(=O)(=O)Nc2ncccn2)cc1	4%	-2	-2%	6%	0%	-1%	-10
COc1ccc(C(=O)NC2CC2)cc1OC1CCN(Cc2cc(C)cc(C)c2)CC1	-8%	-2	-1%	?	-22%	12%	-6
CCN(CC)C(=O)C1CCCN(C/C=C/c2ccccc2)C1 (centres undefined)	2%	3	1%	4%	?	-23%	4
COc1cc(CNCCNCC(C)O)ccc1OCc1ccc(Cl)nc1 (centres undefined)	4%	1	0%	?	?	82%[activator]	13
CC1CCN(S(=O)(=O)c2cn(CC(=O)N3CCN(c4cccc(C(F)(F)F)c4)CC3)cn2)CC1	6%	-8	-4%	-1%	16%	6%	-4
CN(CCO)c1nc(N)c2c(N)nc3c(c2c1C#N)CC(=O)N3Cc1cccs1	?	16	-1%	?	?	-6%	-23
COc1ccccc1NC(=S)NC(=O)c1ccc(Cn2cc(Br)cn2)cc1	2%	-1	1%	?	-102%	-3%	-5
CCn1nc(C(=O)Nc2nc3ccc(C)cc3s2)c2ccccc2c1=O	2%	6	-1%	19%	nt	3%	10
CC(=O)c1ccc(OCCn2cnc3ccccc32)cc1	-17%	9	2%	16%	48%[activator]	6%	38
COc1cc(-c2noc(C)c2C#CC2(O)CCCCC2)cc(OC)c1OC	-3%	-1	5%	?	?	1%	-5
COCCN1CC(O)=C(c2nc3ccccc3c(=O)[nH]2)C1=N	-9%	9	1%	?	-66%	-1%	4
CCC1(c2ccc(F)cc2)NC(=O)NC1=O (centres undefined)	0%	1	0%	14%	31%[activator]	9%	11
Cn1nc(C(F)(F)F)c(C(=O)Nc2ccc(F)cc2)c1Cl	3%	2	1%	90%[activator]	12%	-4%	-6
COc1cccc(Nc2nc3ccccc3nc2NS(=O)(=O)c2cccs2)c1	-5%	-3	5%	-1%	?	0%	-10
CCNC(=O)COC(=O)COc1ccc(Cl)cc1C	1%	-2	9%	-9%	0%	-3%	25
COc1cc(/C=C2\SC(=S)N(CCC(=O)Nc3ccccc3O)C2=O)cc(OC)c1OC	2%	-2	4%	?	13µM*	-7%	26
O=C(Nc1ccccn1)c1cccc(S(=O)(=O)N2CCc3ccccc3C2)c1	0%	nt	nt	35%[activator]	0%	-7%	nt
CCC(C(=O)NCCN1CCOCC1)n1c2ccccc2c2nc(=O)cc(C)n21 (centres undefined)	2%	-7	-10%	11%	?	-6%	-5
COc1cc2c(cc1OC)C(c1cccc(Br)c1)NC(=O)C2 (centres undefined)	-1%	-2	0%	58%[activator]	-23%	19%	-2
COc1ccc(S(=O)(=O)N2CCc3ccccc32)cc1C(=O)N(CC(C)C)C1CCS(=O)(=O)C1 (centres undefined)	10%	nt	nt	?	?	-18%	nt
O=C(c1ccc(-c2ccccc2)cc1)C1CCCN(C(=O)Cn2cncn2)C1 (centres undefined)	-19%	-1	3%	1%	?	?	-12
Cc1cc2c(cc1C)CSC(c1ccccc1O)SC2	4%	6	2%	-21%	nt	-19%	38
O=[N+]([O-])c1cccc2cn[nH]c12	-4%	2	2%	43%[activator]	8%	2%	8
COc1cc(Br)c(/C=C/c2ccc3cccc(O)c3n2)cc1OC	-1%	11	1%	2.6µM*	2.1µM*	106%[activator]	2
O=S(=O)(Cc1ccccc1)N1CCN(Cc2c(F)cccc2Cl)CC1	1%	nt	nt	-28%	28%	-8%	nt
Cc1cc(/C=N/NC(=O)c2cccc(N(C)C)c2)c(C)n1-c1cc(C(=O)O)cc(C(=O)O)c1	-14%	-5	-1%[11.5 µM]	70%[activator]	46%[activator]	38%[activator]	33
CCOc1ncccc1C(=O)Nc1c(C)n(C)n(-c2ccccc2)c1=O	1%	9	-13%	-4%	25%	-2%	32*
O=C(COc1cc2oc(=O)c3c(c2cc1Cl)CCC3)N1C[C@H]2C[C@@H](C1)c1cccc(=O)n1C2	-4%	-3	-5%	?	?	0%	2
COc1cc(C(=O)OCC(=O)Nc2ccc(C(C)=O)cc2)ccc1OCC(=O)N1CCOCC1	-1%	3	-6%	27%	-13%	13%	22
CCOC(=O)c1c(C)oc2ccc(OCC(N)=O)cc12	-27%	1	3%	7%	nt	-1%	-6
OCCNc1nc(Cl)nc(NCc2ccco2)n1	-2%	-2	-7%	24%	?	-6%	-24
COc1ccc(NC(=O)CCC(=O)Nc2ccc3nc(N4CCOCC4)cc(C)c3c2)c(OC)c1	5%	1	-1%	92%[activator]	-3%	-1%	-11
O=C(OCCN1C(=O)c2ccccc2C1=O)c1ccccc1	2%	24*	-13%	38%[activator]	8%	11%	18
C=CCn1ncc(OC)c(Cl)c1=O	-3%	-1	3%	43%[activator]	29%	21%	2
O=C(O)c1ccc(S(=O)(=O)NCC2CCCCC2)cc1	4%	3	-5%	16%	-2%	-7%	0
COc1ccc(CN2CCNC(=O)C2CC(=O)N(C)Cc2ccon2)cc1OC (centres undefined)	0%	2	3%	12%	5%	0%	-1
More compounds follow.
SMILES	TbPYK inhibitor	Cycloheximide cs	LmPK inh	Pf growth 48h	Pf growth 96h	AMA1-RON2 inh	Shiga inhibitor
CCCCc1ccc(NC(=O)c2cnccn2)cc1	7%	37*	-29%	487%[activator]	231%[activator]	-7%	61*
CCOC(=O)N1CCN(C(=O)C2CCCN(c3ncnc4c3nc3n4CCCCC3)C2)CC1 (centres undefined)	-4%	4	0%	-25%	?	-6%	-4
Cc1ccc(CN2CCN(Cc3ccccc3)CC2)cc1	6%	-1	0%	0%	122%[activator]	-4%	12
Cc1cc(N2CCOCC2)c(F)cc1C(=O)c1ccccc1	0%	0	3%	?	?	5%	17
O=C(CN1CCCCCC1)Nc1ccc(S(=O)(=O)N2CCOCC2)cc1	-4%	-1	-5%	-19%	43%[activator]	10%	-22
O=C(c1cn(Cc2ccccc2)nc1-c1ccc(Cl)cc1)N1CCN(c2ccccn2)CC1	2%	nt	nt	13µM*	9.3µM*	-16%	nt
COc1ccc2c(C)c(C(=O)N3CCN(Cc4ccccc4)CC3)oc2c1	-1%	7	1%	6%	?	-2%	8
CCCNC(=O)C(Cc1ccc(I)cc1)NC(=O)c1ccc2ccccc2n1 (centres undefined)	2%	nt	nt	?	-2%	12%	nt
CCCc1c(O)c2ccccc2n(-c2ccccc2)c1=O	1%	1	5%	0%	31%[activator]	-9%	-7
CCOc1ccc(N2CC(C(=O)NC3CCCC3)CC2=O)cc1 (centres undefined)	2%	-4	10%	42%[activator]	?	5%	-6
COc1ccc(NCC(=O)Nc2ccccc2C#N)cc1Cl	5%	9	-3%	nt	-12%	24%	18
CC(C)c1nnc(SCC(=O)NCc2ccc3c(c2)OCO3)n1C	-16%	-1	5%	-2%	-6%	-6%	1
